Screening data from PubChem BioAssay.
Pf Dd2 growth: blocks in vitro growth of P. falciparum Dd2 | Potency, µM (top dose mostly 28.9 µM), without a hit: top-dose activity, negative = inhibition, most hits filed as inhibitors | actives 4.3% (n = 120,000) | P. falciparum Dd2 growth, SYBR Green, 72 h; active = well fitted inhibition curve with a large enough effect; inconclusive = small, poorly fitted or top-dose-only effect; inactive = no such curve, though single readings can be large or run the other way;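 note: plate controls were DMSO vehicle for no effect and reference drug for full effect; nearly all actives have a fitted effect of over 65% in size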
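Infected erythrocytes (Dd2, 0.3% parasitemia, 2.5% hematocrit final) are added to compound in RPMI-1640/Albumax II medium, grown 72 h at 37C in low oxygen, then lysed with saponin/Triton-X containing SYBR Green and read by fluorescence.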
Numbers without * were called inactive; i = inactive; ? = inconclusive; [ ] = another dose, or the depositor's remark. Potency is the fitted concentration of half-maximal effect.

SMILES	Pf Dd2 growth
O=C(Nc1ccccc1)c1nc2c(o1)CCN(Cc1ccc(F)c(Cl)c1)CC2	?
O=C(CCCCn1c(=O)c2ccccc2n(CC(=O)Nc2cccc(F)c2)c1=O)NCCc1ccccc1	19.2%
Cc1cc(C)cc(N2CCN(Cc3cn(-c4ccccc4)nn3)CC2=O)c1	11.2µM*
COc1ccc(CN2Cc3cc(NC(=O)c4ccc(F)cc4)ccc3OC(C)C2=O)c(OC)c1 (stereo not drawn)	i
Cc1nc(C)c(C(=O)N2CCCC(COc3ccccc3C(=O)N3CCOCC3)C2)s1 (stereo not drawn)	11.1%
CCc1cccc(NC(=O)Nc2csc3c2CCCC3)c1	10µM*
Cc1ncccc1C(=O)N[C@@H]1CN(c2ncccn2)C[C@H]1CO	16.6%
C=CCN1C[C@@H]2CN(C(=O)C(C)(C)NC(C)=O)C[C@]2(C(=O)O)C1	-8.5%
CCOC(=O)CSc1nc(-c2ccccc2)cc(C(F)(F)F)c1C#N	51.5%[activator]
COCC(=O)N[C@H]1CC[C@]2(C)CCC([C@H](C)C(=O)NCCN3CCOCC3)[C@H](O)[C@H]2[C@@H]1C (stereo partly drawn)	22.7%
O=C(CCNC(=O)c1cnccn1)NC1CCCc2c1[nH]c1c(Cl)cccc21 (stereo not drawn)	-14.0%
Cc1ccc2c(c1)N1C(=O)OC[C@@H]1CCN(C(=O)NC1CCCCC1)C2	2.8%[44.1 µM]
CN(C)c1ccc(C(=O)NC[C@H]2C[C@@H]3CCN2C[C@@H]3CN(C)c2ccccc2)cc1	-6.5%[44.1 µM]
CCc1ccc(NC(=O)c2sc3nc(C)c(Cl)c(C)c3c2NC(=O)c2ccccc2OC)cc1	23.5%
CCOC(=O)c1cc(-c2ccc(F)cc2)n(CCC(=O)NCc2ccccc2OC)c1C	?
COc1cc(OC)cc(-n2c(=O)c3sccc3n(Cc3ccc(F)cc3)c2=O)c1	-6.2%
Cc1cc(C)nc(-n2nc(C)c3c2N(Cc2ccccc2F)C(=O)CC3c2ccc(Cl)cc2)n1 (stereo not drawn)	?
CC(=O)N1CCC(N2CCC[C@H]2c2nc(-c3ccc(-c4cncnc4)nc3)no2)CC1	i
COc1cccc(CNC(=O)[C@@H]2C[C@@H](O)CN2C2CCN(C(=O)c3ccc(OC)nc3)CC2)c1	i
Cc1ccc(C(=O)Nc2ccc(S(=O)(=O)Nc3onc(C)c3C)cc2)cc1	1.2%
Cc1cccc(-c2noc(-c3cccnc3NCc3ccc(Cl)cc3)n2)c1	13.4%
CC1=C(c2ccc(C)cc2)S(=O)(=O)N(Cc2ccc(C(=O)Nc3ccccc3C)cc2)C1=O	50.7%[activator]
CN(c1ncccc1CNC(=O)C1CCOCC1)C1CCCCC1	-3.5%
CCOc1ccccc1CN1CCN(C2CCN(C(C)C)CC2)C(CCO)C1 (stereo not drawn)	-19.2%
O=[S+]1([O-])NCC2(CCN(Cc3c(F)cccc3Cl)C2)Oc2ccncc21 (stereo not drawn)	46.9%[activator]
O=C(CN(CCc1ccccc1)S(=O)(=O)c1ccc(Br)cc1)NCc1ccc(Cl)cc1	26.8%
COc1ccc(C2(C(=O)N3CCC(N4CC5CC(C4)[C@H]4CCCC(=O)N4C5)CC3)CC2)cc1 (stereo partly drawn)	-10.2%
Cc1ccccc1N1CCCN(Cc2cc3n(n2)CCNC3)CC1	i
O=C(COc1ccccc1)N1CCC2(CC1)OCCN(CCc1ccccc1)C2=O	-23.4%[44.1 µM]
O=C(Nc1ccc(F)cc1)Nc1csc2c1CCCC2	10µM*
Cc1nc2cccnc2n1CC1CCCN(S(=O)(=O)c2cccc(Cl)c2)C1 (stereo not drawn)	?
NC(=O)c1noc(CN2CCOc3c(O)cc(-c4csc5ccccc45)cc3C2)n1	i
Cc1ccc(/C=C/C(=O)Nc2ccccc2C(N)=O)o1	84.4%[activator]
CCC(=O)Nc1sc2c(c1C(=O)Nc1ccc(Br)cc1)CCCCC2	?
CCN1CCN(C(=O)C2CCCCC(=O)N2)CC1 (stereo not drawn)	6.3%
Cc1cccc(NC(=O)c2ccc(CN3CC(=O)N4CCCCC4C3=O)cc2)c1C (stereo not drawn)	7.0%
CN1CC(=O)N(C2CNC2)Cc2c(NC3CCCC3)ncnc21	?
c1ccc(CN2CCC[C@H]2c2nc(-c3ccc(-n4ccnc4)nc3)no2)cc1	?
CCc1ccc(NC(=O)C2CCN(S(=O)(=O)c3c(C)noc3/C=C\c3ccc(OC)cc3)CC2)cc1	?
CNC(=O)NC[C@H]1CCN(Cc2cc(OC)cc(OC)c2)C[C@H]1N(C)C	12.4%

Among those listed so far, 9 contain fluorine.
SMILES	Pf Dd2 growth
O=C(Nc1ccccc1)c1nc2c(o1)CCN(Cc1ccc(F)c(Cl)c1)CC2	?
O=C(CCCCn1c(=O)c2ccccc2n(CC(=O)Nc2cccc(F)c2)c1=O)NCCc1ccccc1	19.2%
COc1ccc(CN2Cc3cc(NC(=O)c4ccc(F)cc4)ccc3OC(C)C2=O)c(OC)c1 (stereo not drawn)	i
CCOC(=O)CSc1nc(-c2ccccc2)cc(C(F)(F)F)c1C#N	51.5%[activator]
CCOC(=O)c1cc(-c2ccc(F)cc2)n(CCC(=O)NCc2ccccc2OC)c1C	?
COc1cc(OC)cc(-n2c(=O)c3sccc3n(Cc3ccc(F)cc3)c2=O)c1	-6.2%
Cc1cc(C)nc(-n2nc(C)c3c2N(Cc2ccccc2F)C(=O)CC3c2ccc(Cl)cc2)n1 (stereo not drawn)	?
O=[S+]1([O-])NCC2(CCN(Cc3c(F)cccc3Cl)C2)Oc2ccncc21 (stereo not drawn)	46.9%[activator]
O=C(Nc1ccc(F)cc1)Nc1csc2c1CCCC2	10µM*

Additional entries follow:
SMILES	Pf Dd2 growth
O=C(C1CC1)N1CCC(Cc2nc(C3CC3)n[nH]2)CC1	13.8%
COCCn1nnnc1C1CC2(CCOCC2)C(=O)N1Cc1ccc(SC)cc1 (stereo not drawn)	25.7%
O=c1[nH]ccn1C1CCN(Cc2ccc(F)cc2)CC1	-1.0%[44.1 µM]
Cc1cc(NC(=O)CCNS(=O)(=O)c2ccc3c(c2)oc(=O)n3C)ccc1Br	-9.1%
COC(=O)c1ccc2c(c1)nc1n2[C@@H](CNCc2cccc(OC)n2)COC1	i
COc1ccc(C(=O)N2CC[C@H](CO)[C@H](NC(=O)C3CC3)C2)cc1F	-4.5%
CNC(=O)[C@@H]1C[C@@H](O)CN1C1CCN(C(=O)c2ccccc2OC)CC1	-22.4%
Cn1cnc(S(=O)(=O)N2[C@H]3CC[C@@H]2c2cnc(-c4ccccc4)nc2C3)c1	-15.7%
Cn1nnc(-c2cccc(NC(=O)Cn3nc4c(cc3=O)CCCC4)c2)n1	-17.1%
CC(C)CCN1CCc2nc(N3CCN(C)CC3)[nH]c(=O)c2CC1	i[5.79 µM]
Cc1ccc(-c2nn(CC(=O)NC3CCCC3)c3c2cnc2ccccc23)cc1	49.2%[activator]
Cc1cn2nc(C(=O)N3CCC(NC(=O)CCc4ccccc4)CC3)cc2c(=O)[nH]1	14.1µM*
OC[C@@H]1CNC[C@H]1C1CCN(Cc2ccco2)CC1	11.1%
Cc1cc(N2CCN(C)C3(CCNC(=O)CC3)C2)nc(N2CCCCC2)n1 (stereo not drawn)	-22.2%
O=C(CC1CCCCN(Cc2ccccc2)C1=O)NC1CCCCCC1 (stereo not drawn)	i
O=C(NC1CCCN(c2cc(-c3ccc(F)cc3)[nH]n2)C1)c1cccc(Cl)c1 (stereo not drawn)	?
CC1=C(c2ccc(C)cc2)S(=O)(=O)N(Cc2ccc(C(=O)NCc3ccccc3F)cc2)C1=O	34.9%[activator]
CCOc1ccccc1NC(=O)C1CCN(S(=O)(=O)c2ccc3c(c2)CC(C)N3C(C)=O)CC1 (stereo not drawn)	?
O=C(c1ccc(CSc2nc3ccncc3n2Cc2cccc(F)c2)cc1)N1CCCCC1	?
Cc1cc2nc3n(c(=O)c2n1CC(=O)Nc1cc(F)cc(F)c1)CCCCC3	-12.6%

Shown as a markdown table: two of the compounds above.
| smiles | Pf Dd2 growth |
| --- | --- |
| Cc1cc(N2CCN(C)C3(CCNC(=O)CC3)C2)nc(N2CCCCC2)n1 (stereo not drawn) | -22.2% |
| O=C(CC1CCCCN(Cc2ccccc2)C1=O)NC1CCCCCC1 (stereo not drawn) | i |

More records:
SMILES	Pf Dd2 growth
COc1ccc(CN2C(=O)[C@@H]3C[C@@H](O)CN3C3(CN(Cc4ccc(NC(C)=O)cc4)C3)C2=O)cc1	7.7%
CCN(CC)C(=O)c1ccc(NC(=O)COc2ccc(-c3nn(C)c(=O)c4ccccc34)cc2)cc1	?
COc1cc(CNC(=O)c2nc(C(O)c3ccccn3)oc2C)cc(OC)c1 (stereo not drawn)	-3.3%[44.1 µM]
Cc1cc(-c2nc3ncccc3o2)ccc1NC(=O)COc1ccccc1C	2.4%
O=C(c1cnc(Cc2c(Cl)cccc2Cl)[nH]c1=O)N1CCOCC1	-3.2%
Cc1nc(NC(=O)NC2CCN(Cc3ccccc3)CC2)nn1C	-4.1%
COc1ccc(C2Cn3nnc(-c4nc(-c5ccc(C)cc5)no4)c3CO2)cc1 (stereo not drawn)	i
CCn1cc(CN2C[C@@H](COc3ccccc3)[C@H](C(N)=O)C2)cn1	-12.8%
COCCc1nncn1C1CCN(C(=O)c2cc(Cl)ccc2F)CC1	-3.7%
O=[S+]([O-])(c1cccs1)N1CC(Oc2ccc(F)c(F)c2)C1	?
Cc1ccc(NC(=O)N2CCN(c3ccc(Cl)c(Cl)c3)CC2)cc1	-3.2%
COc1ccc(CCC(=O)NCc2nc3cccnc3n2Cc2ccc(OC)cc2)cc1	6.7%
OCC1CCCN(c2ccc(-c3nc(-c4cccc(C(F)(F)F)c4)no3)cn2)C1 (stereo not drawn)	?
Cc1ccccc1NC(=O)N1CCC(CCNC(=O)c2ccoc2)CC1	3.0%
O=C(c1cc(F)cc(F)c1)N1CC(c2nc(CCc3ccccc3)no2)C1	-13.7%
COc1ccc(-c2onc(C)c2C(=O)NCc2ccccc2C)cc1	-14.2%
CC(=O)N1CCN(C(=O)C[C@@H]2c3nc(NC(=O)C4CCC4)sc3C[C@@H]3[C@](C)(CO)[C@H](O)CC[C@]32C)CC1	-21.9%
Cc1cc(C(=O)N2CCC(c3nc(-c4ccccc4)no3)C2)n[nH]1 (stereo not drawn)	i
Cc1ccc(Cn2cccc2C2=NC(C)(C)CO2)cc1	i
c1cc(-c2nc3ccncc3[nH]2)ccn1	?
CC(C)(C)n1nnnc1C1CC2(CCOCC2)C(=O)N1Cc1ccc(F)cc1 (stereo not drawn)	2.0%
O=C(CN1C(=O)NC(c2ccc(Cl)cc2)C2=C1COC2=O)NCCc1ccc(Cl)cc1 (stereo not drawn)	-23.2%
C#CCN(C)C[C@H]1CN2CC[C@H]1C[C@@H]2CNC(=O)c1ccccc1	?
COc1ccccc1CNC(=O)c1ccc(NC(=O)N2CC(C)Sc3ccccc32)cc1 (stereo not drawn)	?
CC(C)CCNC(=O)c1cnc2n1CCN(Cc1ccccc1F)CC2	-17.1%[44.1 µM]
Cn1cnc(S(=O)(=O)N2CCC3(CC2)CC(CC(=O)N2CCOCC2)CCO3)c1 (stereo not drawn)	8.7%
CCOc1ccccc1CNC(=O)c1cccn1-c1nnc(N2CCCCC2)s1	-13.1%
O=C(Nc1cc2c(cc1C(=O)c1ccccc1Br)OCCO2)c1cccc(Cl)c1	9.6%
Cc1ccc(NC(=O)Cn2c(-c3ccc(F)cc3)nc(C)c(CCO)c2=O)cc1Cl	?
CCc1ccc(CN(Cc2cn[nH]c2-c2ccc(OC)cc2)C(=O)Nc2cc(Cl)ccc2OC)cc1	12.6µM*
CCc1nn(-c2ccccc2)c(Oc2ccccc2OC)c1CCC(=O)NCCOC	i
Cc1ccc(OC(=O)N2CCC(Oc3ccc4c(cnn4CCC(=O)O)c3)CC2)cc1	?
COc1cc(-c2nc(S(=O)(=O)c3ccc(Br)cc3)c(N3CCOCC3)o2)cc(OC)c1OC	-29.2%
CCC(CC)n1c(=O)n(Cc2ccc(C(=O)N(C)C)o2)c2cc(C(=O)O)cnc21	0.6%
O=C(C1CCCC1)N1CC2(CCN(Cc3c[nH]c4ccccc34)CC2)Cc2ccccc21	4.47µM*
COc1cc(NC(=O)O[C@@H]2CC[C@]3(C)C(CC[C@@H](O)[C@H]3CC(=O)N3CCCCC3)[C@]2(C)CO)cc(OC)c1OC (stereo partly drawn)	5.01µM*
O=C(COc1ccccc1)N1CCC(c2n[nH]c(=O)n2Cc2ccc(F)cc2)CC1	-8.3%
Cc1ccc2nc(C(=O)N[C@H]3COC[C@H]3Cc3cc(C)no3)cn2c1	-3.3%
CCOCc1nc(C2CCCN(C(=O)c3ccc(OC)nc3)C2)no1 (stereo not drawn)	i
Cc1ccccc1Cn1c(=O)n(CCC(=O)NCc2ccco2)c(=O)c2sccc21	-15.5%
CN(CC1CCOC1)S(=O)(=O)c1cc(F)cc(F)c1 (stereo not drawn)	15.3%[5.79 µM]
COc1cccc(CC(=O)N2CCN(C(=O)c3nnn4c3COC(c3ccc(C)cc3)C4)CC2)c1 (stereo not drawn)	-12.2%
Cc1ccc(-n2nc(CO)c(C(=O)NCCc3ccccc3)n2)cc1	31.7%[activator]
CN(C)c1ccc(CNC(=O)CCCN2C(=O)c3cccnc3Oc3ccc(Cl)cc32)cc1	i
CCS(=O)(=O)N1CCC(Oc2cccc(C(=O)NCc3ccccn3)c2)CC1	-13.0%
CC(NC(=O)C1CCN(C(=O)c2ncn3c2COC(c2ccc(F)cc2)C3)CC1)c1ccccc1 (stereo not drawn)	i
CCc1cccc(C)c1NC(=O)c1cnn(-c2ccc(OC)cc2)c1C1CCN(C(=O)OC(C)(C)C)CC1	?
CS(=O)(=O)N1CCC(CC(=O)NCc2ccccc2)C1 (stereo not drawn)	-14.0%
CN(C)C1(CNC(=O)COc2ccc(C(C)(C)C)cc2)CCCCC1	i
CCn1nccc1C(=O)N1CCC([C@H]2[C@@H](OC)C(=O)N2C(C)C)CC1	16.5%
COc1ccc(Cc2nc3nccc(-c4ccccc4)n3n2)cc1	-17.3%

An excerpt, so the mix of outcomes need not match the whole.
